# ERG Ets-DNA blk: ERG Ets/DNA interaction inhibition | 370,000 tested, 0.028% active | fluorescence polarization, His-ERG Ets domain / labelled DNA | P11308 | AID 624246 | Potency, µM (top dose mostly 76.9 µM), for the others: top-dose FP activity, negative = inhibition, most hits filed as inhibitors; active = well fitted inhibition curve with a large enough effect in the polarisation, with a control signal flat; inconclusive = small, poorly fitted or top-dose-only effect, or effect the other way, or a change in a side signal; inactive = no such curve, though single readings can be large or run the other way; the % refers to the polarisation;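 also: polarization taken with two DNA probes labelled with fluorescein and Texas red; potency is read from the fitted curve at half-maximal effect; % of control where 0% means no effect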
#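 His-tagged ERG Ets domain (1 uM in the protein solution; 300mM KCl, 50mM Tris-HCl, 1mM EDTA, 1mM DTT, pH 7.5) received compound, then a probe mix of 5 nM fluorescein-DNA and 100nM Texas-615-DNA. Fluorescence polarization was read for both dyes.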
# G9a block: inhibitors of human histone lysine methyltransferase G9a. Q96KQ7. G9a H3K9 monomethylation, AlphaScreen, 2 h. AID 504332. Potency, µM (series often up to 102 µM), for inactives: at the highest dose activity, negative = inhibition, hits mostly inhibitors. 350,000 tested, 8.8% active; also: potency is read from the fitted curve at half-maximal effect; % is scaled to controls: 0 for no effect and ±100 for the full control effect; nearly all actives have a fitted effect of over 75% in size
#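 G9a (20 nM) preincubated 15 min RT with compounds, then 500 nM biotinylated H3K9 peptide and 20 uM SAM added; 2 h RT reaction. Monomethyl-H3K9 product detected by AlphaScreen with anti-H3K9me1 antibody, streptavidin donor and anti-rabbit IgG acceptor beads.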
# HP1b binding inh: blocks HP1-beta chromodomain binding to methylated histone tails | AlphaScreen HP1-beta / biotin-H3K9me3 peptide binding | 390,000 tested, 0.56% active | Potency, µM (series often up to 114 µM), for the others: top-dose activity change, negative = inhibition, usual class: inhibitors | AID 540317; also: potency is read from the fitted curve at half-maximal effect; nearly all actives have a fitted effect of over 70% in size; inactives centre near 23
#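 HP1-beta protein (50 nM final) preincubated 30 min at room temperature with biotinylated H3(1-18)K9me3 peptide (50 nM) in PBS pH 7.4, 0.01% Tween-20, then compound added for 30 min. AlphaScreen streptavidin donor/nickel chelate acceptor beads (10 ug/mL final), 30 min dark, luminescence read.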
# JMJD2A Tudor inh: blocks the human JMJD2A Tudor domain | AlphaScreen JMJD2A-Tudor / H3K4me3 peptide binding | Potency, µM (series often up to 114 µM), inactives show at the top dose activity change, negative = inhibition, usual class: inhibitors | 390,000 tested, 4.4% active | AID 504339; also: potency is read from the fitted curve at half-maximal effect; % is scaled to controls: 0 for no effect and ±100 for the full control effect; nearly all actives have a fitted effect of over 50% in size
# Target sequence (O75164 whole entry, looked up, the tested form may be a part): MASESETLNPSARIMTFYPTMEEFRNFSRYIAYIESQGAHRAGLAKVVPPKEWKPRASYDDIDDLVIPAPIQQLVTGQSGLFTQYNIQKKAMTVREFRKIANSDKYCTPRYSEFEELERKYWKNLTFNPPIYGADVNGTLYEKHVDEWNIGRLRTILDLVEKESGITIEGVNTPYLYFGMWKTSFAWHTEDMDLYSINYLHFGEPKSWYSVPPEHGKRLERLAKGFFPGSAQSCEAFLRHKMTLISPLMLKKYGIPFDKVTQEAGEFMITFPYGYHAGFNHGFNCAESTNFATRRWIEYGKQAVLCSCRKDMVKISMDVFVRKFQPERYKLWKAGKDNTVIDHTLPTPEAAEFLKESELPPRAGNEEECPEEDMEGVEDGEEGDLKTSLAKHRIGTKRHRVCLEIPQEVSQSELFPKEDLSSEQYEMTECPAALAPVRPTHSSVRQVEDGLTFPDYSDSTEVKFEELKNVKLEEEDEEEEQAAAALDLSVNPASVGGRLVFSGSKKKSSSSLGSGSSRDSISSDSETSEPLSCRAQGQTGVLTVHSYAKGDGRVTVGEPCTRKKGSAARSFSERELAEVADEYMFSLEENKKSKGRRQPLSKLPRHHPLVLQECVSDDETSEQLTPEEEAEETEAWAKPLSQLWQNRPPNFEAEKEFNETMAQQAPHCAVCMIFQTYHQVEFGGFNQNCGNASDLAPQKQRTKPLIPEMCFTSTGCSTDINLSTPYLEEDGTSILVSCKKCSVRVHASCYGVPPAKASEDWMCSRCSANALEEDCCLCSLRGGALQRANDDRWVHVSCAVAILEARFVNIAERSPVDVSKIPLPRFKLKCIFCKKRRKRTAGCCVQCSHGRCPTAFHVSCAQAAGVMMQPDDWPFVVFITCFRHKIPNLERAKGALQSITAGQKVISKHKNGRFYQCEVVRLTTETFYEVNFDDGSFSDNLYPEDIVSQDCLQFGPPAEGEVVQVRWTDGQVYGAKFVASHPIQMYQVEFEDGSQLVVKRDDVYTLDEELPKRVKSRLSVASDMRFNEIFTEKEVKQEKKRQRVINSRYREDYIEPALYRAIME
# BAZ2B inh: BAZ2B (human) inhibition. 360,000 tested, 4.4% active. Q9UIF8. Potency, µM (top dose mostly 114 µM), for inactives: at the top dose activity change, negative = inhibition, most hits filed as inhibitors. AlphaScreen BAZ2B-H3K14Ac peptide displacement. AID 504333; also: potency is read from the fitted curve at half-maximal effect; % is scaled to controls: 0 for no effect and ±100 for the full control effect; nearly all actives have a fitted effect of over 60% in size
#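 In this displacement format the biotinylated H3(5-23) peptide acetylated at Lys14 serves as ligand at 50 nM, with BAZ2B at 50 nM in PBS pH 7.4 containing 0.01% Tween-20. Donor and acceptor beads are 10 ug/mL final.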
# ALOX12 inh: blocks human arachidonate 12S-lipoxygenase | Potency, µM (titrated, usually from 108 µM), without a hit: at the highest dose activity change, negative = inhibition, actives largely listed as inhibitors | 580,000 tested, 1.1% active | purified 12hLO, xylenol orange hydroperoxide absorbance; also: potency is read from the fitted curve at half-maximal effect; % is scaled to controls: 0 for no effect and ±100 for the full control effect
#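 Purified human 12hLO (150 nM final) in 25 mM Hepes, 0.01% Triton X-100, pH 7.0 was preincubated 15 min at room temperature with compound. Then 40 uM arachidonic acid was added, 30 min. Hydroperoxide was read by Fe-XO absorbance ratio 573/405 nm.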
# RGS4 inh: blocks human RGS4-accelerated GTP hydrolysis. Transcreener GDP fluorescence polarization, RGS4-accelerated GTP hydrolysis. Potency, µM (top dose mostly 114 µM), inactives show at the highest dose activity change, negative = inhibition, actives largely listed as inhibitors. 390,000 tested, 0.039% active. AID 504845; also: potency is read from the fitted curve at half-maximal effect; % is scaled to controls: 0 for no effect and ±100 for the full control effect; nearly all actives have a fitted effect of over 75% in size; some results filed as inactive show a strong effect at the top dose
#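 MLSMR compounds (23 nl, pin-transferred) preincubated 10 min at room temperature with a 500nM (2x) first reagent, then RGS4 at 900nM (2x) plus Transcreener GDP mix added; fluorescence polarization (620/688 nm) read before and after 90 min at 30 °C.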
# GLS inh: blocks human kidney-isoform glutaminase activity; O94925; GLS enzymatic activity, qHTS titration; Potency, µM (titrated, usually from 45.5 µM), for inactives: at the highest dose activity change, negative = inhibition, hits mostly inhibitors; 410,000 tested, 0.21% active; AID 624170; also: potency is read from the fitted curve at half-maximal effect; % is scaled to controls: 0 for no effect and ±100 for the full control effect
#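 Read-out is an Amplex red fluorescence increase coupled through glutamate oxidase and HRP, measured before and after 30 min room-temperature incubation. hKGA is in 45 mM KH2PO4 (pH 8.2) with 0.02% Tween-20; glutamine added as 1mM solution.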
# PI4K2A inh: inhibitors of human PI4K2A. 420,000 tested, 0.13% active. Q9BTU6. activity change, negative = inhibition, % at 76.9 µM. purified PI4K2A, ADP-Glo luminescence, 1 h; hits give low values. AID 1346378; in the data active = activity change below about -50%; inconclusive = mostly about -30% to -49%;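 also: -100% = wells without enzyme as full effect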
#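 In this quantitative HTS, ADP production by PI4K2A was quantified luminescently after 1 h at ambient temperature; 100 microM adenosine served as plate-quality control.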
# The depositor's hits bear a star; ? = inconclusive; · = no result given; & = joins results of further samples; [ ] = remark or other dose. Unless noted, calls follow the shape of the dose curve; as a rule, active = well fitted curve in the direction sought with a large enough effect; inconclusive = small, poorly fitted or top-dose-only effect, or another doubt; inactive = no such curve, though single readings can be large; an effect the other way counts as inactive or inconclusive.
SMILES,ERG Ets-DNA blk,G9a block,HP1b binding inh,JMJD2A Tudor inh,BAZ2B inh,ALOX12 inh,RGS4 inh,GLS inh,PI4K2A inh
O=C(NCc1ccco1)C(c1ccc(F)cc1)N(Cc1cccnc1)C(=O)Cn1nnc2ccccc21 (configuration not stated),-3.4%,?,-13.5%,-50.2%,-35.4%,-4.6%,-28.3%,-0.7%,-6.3
COc1cccc(-c2cn(C[C@H]3CC[C@@H]([C@@H]4CC[C@H](Cn5cc(-c6cccc(OC)c6)nn5)O4)O3)nn2)c1,-26.0%,·,30.2%,-10.0%,-2.9%,-7.8%,7.7%,-2.5%,-2.7
COc1ccc(C(=O)NCCc2nnc3ccc(SCC(=O)Nc4ccccc4)nn23)cc1,-9.8%,·,16.7%,-20.0%,-10.7%,·,5.4%,6.3%,1.6
CCOc1cc(/C=C2/C(=N)N3C=CSC3=NC2=O)ccc1OCCCOc1ccccc1C,18.7%,69.2%[activator],66.8%[activator],-9.3%,32.0%,18.4%,-1.9%,-5.9%,-1.4
Cc1ccc(C(C)NC(=O)c2cccnc2)cc1 (configuration not stated),?,·,32.9%,-4.7%,·,?,2.2%,-4.5%,1.8
COc1cccc(NS(=O)(=O)c2ccc3[nH]cc(C(=O)NCCN4CCOCC4)c(=O)c3c2)c1,2.4%,·,25.9%,-15.0%,-12.0%,-0.1%,-15.6%,-8.7%,0.5
COc1cccc(N2CCN(c3ncnc4c3[nH]c3ccc(F)cc34)CC2C)c1 (configuration not stated),-3.0%,17.8µM*,?,?,?,-11.5%,-1.9%,10.9%,-3.3
COc1cccc(NC(=O)N2CCC(n3c(C)nc4cccnc43)CC2)c1,-5.7%,21.8%[59 µM],11.5%,-0.7%,-6.7%,-11.7%,8.4%,5.1%,-10.0
Cc1ccc(Nc2c(-c3ccc(C)s3)nc3ccccn23)cc1,3.6%,-27.0%[59 µM],23.6%&21.4%,-22.4%&-8.3%,·,-2.7%,-0.7%&-4.2%,3.9%,5.2
CN1CCN(c2ccc(C(CC(N)=O)NC(=O)Cc3cccc4ccccc34)cc2[N+](=O)[O-])CC1 (configuration not stated),-2.8%,·,25.2%,-19.3%,-0.9%,?,8.7%,-0.6%,-4.1
O=C(CS(=O)(=O)c1ccc(F)cc1)Nc1nnc(-c2ccccc2Cl)o1,-1.5%,-2.5%,35.5%,-23.0%,?,?,-4.1%,-3.5%,-0.9
Cc1ccccc1Nc1nc(N)nc(-c2oc3ccccc3c2C)n1,-2.2%,·,4.6%,-23.8%,-22.5%,-13.0%,-8.4%,-2.4%,-0.5
CCOc1ccc(NC(=S)Nc2ccc(OC(F)(F)F)cc2)cc1,-4.5%,9.9%[59 µM],24.7%,-8.6%,3.0%,-9.4%,-34.2%,16.1%,3.4
Cn1nc(C(=O)NNC(=O)c2ccccc2Br)c2ccccc2c1=O,4.0%,-4.8%,19.9%,-2.7%,10.1%,5.8%,20.0%,2.2%,4.9
COc1ccc(C(=O)NC2CCCc3c2cnn3-c2cccc(C)c2C)c(OC)n1 (configuration not stated),-7.9%,-1.2%,23.5%,-20.0%,-27.7%,491.3%[activator],-16.7%,-3.2%,-0.7
Cc1cc(C)cc(N2CN=C3SCC(=O)N3C2)c1,7.9%,20.6%[59 µM],37.0%,-8.1%,1.7%,1.9%,-1.5%,12.6%,-1.8
CCN(Cc1ccccc1)C(=O)CCNS(=O)(=O)c1cc(Br)cnc1N,4.5%,·,41.0%[activator],-15.0%,-6.6%,-0.6%,4.6%,4.6%,-5.0
Cc1ccc(C)c(NC(=O)COC(=O)c2cc3ccccc3oc2=O)c1,-1.3%,17.6%[59 µM],48.1%[activator],5.1%,8.3%,0.0%,-5.0%,1.0%,1.4
CCOc1ccc2nc(NC(=O)CN3CCC(n4nnc5cc(F)ccc54)CC3)sc2c1,-1.7%,13.3%[12.7 µM],36.4%,-33.6%[57.1 µM],-0.5%,-11.5%,-9.9%[56.9 µM],4.8%,5.9
COc1cccc(CNC(=O)CSc2nc(=O)[nH]c3c2CCC3)c1,4.7%,5.5%[59 µM],26.0%,0.0%,-1.7%,-15.2%,-7.1%,5.6%,0.4
CCOc1c(Cl)cc(CNc2ccc(S(N)(=O)=O)cc2)cc1OC,-8.3%,-14.6%[59 µM],8.8%,-2.6%,-38.6%,-18.9%,35.0%,6.5%,0.8
COc1ccc(N2CCN(C(=O)Cc3nn(C)c(=O)c4ccccc34)CC2)cc1,-1.3%,35.5µM*,9.6%,-10.2%[57.1 µM],11.8%,93.4%[activator],2.9%[11.4 µM],40.0%[activator],3.1
Cc1ccc2oc3c(c(=O)c2c1)C(c1ccccc1F)N(CCCN1CCOCC1)C3=O (configuration not stated),0.4%,7.3%[59 µM],11.6%,-12.7%,-13.1%,-6.2%,1.5%,12.2%,-8.2
c1ccc2c(-n3cccn3)cccc2c1,7.9%,23.7%,53.1%,20.0%,27.7%,18.5%,7.1%,11.1%,-2.1
COc1ccc(N/C=C(\C#N)c2ccc(OCCCF)cc2)cc1,-2.0%,-11.7%[12.7 µM],-11.9%,?,?,0.0%,-12.2%,-27.9%,-0.6

# Ordered by value in ALOX12 inh (descending): some entries from above
SMILES,ERG Ets-DNA blk,G9a block,HP1b binding inh,JMJD2A Tudor inh,BAZ2B inh,ALOX12 inh,RGS4 inh,GLS inh,PI4K2A inh
Cc1cc(C)cc(N2CN=C3SCC(=O)N3C2)c1,7.9%,20.6%[59 µM],37.0%,-8.1%,1.7%,1.9%,-1.5%,12.6%,-1.8
COc1ccc(N/C=C(\C#N)c2ccc(OCCCF)cc2)cc1,-2.0%,-11.7%[12.7 µM],-11.9%,?,?,0.0%,-12.2%,-27.9%,-0.6
CCN(Cc1ccccc1)C(=O)CCNS(=O)(=O)c1cc(Br)cnc1N,4.5%,·,41.0%[activator],-15.0%,-6.6%,-0.6%,4.6%,4.6%,-5.0
O=C(NCc1ccco1)C(c1ccc(F)cc1)N(Cc1cccnc1)C(=O)Cn1nnc2ccccc21 (configuration not stated),-3.4%,?,-13.5%,-50.2%,-35.4%,-4.6%,-28.3%,-0.7%,-6.3
Cc1ccc2oc3c(c(=O)c2c1)C(c1ccccc1F)N(CCCN1CCOCC1)C3=O (configuration not stated),0.4%,7.3%[59 µM],11.6%,-12.7%,-13.1%,-6.2%,1.5%,12.2%,-8.2
CCOc1ccc(NC(=S)Nc2ccc(OC(F)(F)F)cc2)cc1,-4.5%,9.9%[59 µM],24.7%,-8.6%,3.0%,-9.4%,-34.2%,16.1%,3.4

# Next entries follow.
SMILES,ERG Ets-DNA blk,G9a block,HP1b binding inh,JMJD2A Tudor inh,BAZ2B inh,ALOX12 inh,RGS4 inh,GLS inh,PI4K2A inh
O=c1c2sccc2[nH]c(=S)n1-c1ccccc1,1.6%,?,25.3%,5.62µM*,-17.0%,?,-15.2%,-0.5%,5.2
Cc1ccc2nc(C)cc(C(=O)N3CCCC(CO)(Cc4ccccc4C)C3)c2c1 (configuration not stated),-3.8%,?,15.1%,-23.1%,-7.6%,-9.8%,7.5%,-0.9%,-0.5
CC1CC(Nc2ccccc2)c2ccccc2N1C(=O)c1cccnc1 (configuration not stated),·,1.6%[59 µM],15.8%,-11.7%,-7.6%,-2.2%,2.7%,0.0%,-9.2
Cn1c(=O)c2c(nc(N3CCCCCC3)n2CC(O)COc2ccccc2)n(C)c1=O (configuration not stated),-1.3%,10.1%[0.0925 µM],?,?,-4.4%,-17.6%,-76.1%[11.4 µM],?,-2.3
C=CCNC(=S)Nc1ccc2cn[nH]c2c1,6.2%,·,14.3%,-12.4%,1.6%,17.5%,-1.6%,-13.7%,6.2
Cc1ccc(NC(=O)COC(=O)c2ccc(-n3cnnn3)cc2)c(Br)c1,14.1%,-99.2%[12.7 µM],38.3%,-22.8%,-19.0%,-0.9%,-13.6%,-5.6%,-3.4
NS(=O)(=O)c1ccc(CNC(=S)Nc2ccc(F)c(Cl)c2)cc1,-9.6%,-19.2%,34.2%,-5.6%,-0.7%,?,-22.2%,5.3%,-8.9
CC(Sc1ccccc1)C(=O)N1CCN(S(=O)(=O)c2ccccc2)CC1 (configuration not stated),10.8%,65.3%[activator],24.5%,-4.4%,-25.7%,7.0%,0.7%,-13.1%,-2.5
COc1ccc(OC)c(NC(=O)CSc2n[nH]c(-c3cccnc3)n2)c1,-8.7%,16.4%,19.0%,-12.8%,-9.0%,-1.1%,-4.4%,1.2%,2.0
O=C1CN(C(=O)c2cc3ccccc3oc2=O)C(c2ccc(F)cc2)c2cc(F)ccc2N1 (configuration not stated),4.7%,-41.3%,26.3%,-12.1%,27.9%,-15.4%,-6.5%,3.3%,6.2
COc1ccc(-n2ccnc2SCC(=O)Nc2ccccc2)cc1,-8.2%,1.7%[12.7 µM],3.2%,-17.1%[11.4 µM],?,0.0%,-25.8%[11.4 µM],-9.0%,-2.3
COc1ccccc1N1CCN(S(=O)(=O)Cc2ccccc2Cl)CC1,·,-0.3%[59 µM],20.9%,-13.4%,?,-7.1%,-13.7%,8.7%,1.3
CCOCC(=O)Nc1ccc([N+](=O)[O-])cc1C,2.9%,-43.2%,18.4%,?,9.9%,0.6%,4.2%,5.5%,-3.4

# From PubChem

# This is a subset. The share of hits here may be higher or lower than overall.
